High-throughput results deposited in PubChem by several laboratories.
MsrA act = bovine MsrA enzyme activators, primary screen, biochemical, absorbance, HTS | AID 602163, 2012 | 360,000 tested, 0.3% active | Methionine sulfoxide reductase A (Bos taurus) | purified bovine MsrA, absorbance read-out | activation, % at 10.6 µM; in the data active = activation above about 7.5%;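 note: 0% = vehicle and 100% = reference activator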
FAS-TE inh = FAS thioesterase domain inhibitors, primary screen, biochemical, fluorescence intensity, uHTS; Fatty acid synthase (Homo sapiens), P49327; recombinant FAS-TE, OMFH fluorogenic substrate, fluorescence endpoint; inhibition, % at 15 µM; 360,000 tested, 0.67% active;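 active = compounds whose normalised, plate-corrected inhibition of enzyme fluorescence in the single-dose primary screen is 50% or more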;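 note: 0% = DMSO with enzyme and 100% = substrate without enzyme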
Neddylation inh = inhibitors of cullin neddylation, primary screen, biochemical, TR-FRET, uHTS, NAE and Ubc12. NEDD8-conjugating enzyme Ubc12 (Homo sapiens) + NEDD8-activating enzyme E1 regulatory …. calls only at 25 µM. 360,000 tested, 0.58% active. AID 651699, 2012; in the data active = inhibition above about 36%
eLon inh = inhibitors of E. coli Lon protease, primary screen, biochemical, fluorescence polarization | inhibition, % at 7.94 µM | AID 602123, 2011 | purified E. coli Lon protease | 360,000 tested, 0.42% active; in the data active = inhibition above about 13%, passing the limit was not always enough;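 note: 0% = enzyme with probe and DMSO and 100% = no enzyme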
Rin1-Abl PPI inh = inhibitors of Rin1-Abl protein binding, primary screen, biochemical, TR-FRET; Tyrosine-protein kinase ABL1 (Homo sapiens) + Ras and Rab interactor 1 (Homo sapiens), …; inhibition, % at 7.35 µM; 360,000 tested, 0.4% active; in the data active = inhibition above about 5%, passing the limit was not always enough
SKN-1 block = suppressors of acrylamide-induced Pgst-4::GFP reporter in worms, primary screen, SKN-1 inhibitor project, whole organism, uHTS, GFP/RFP fluorescence ratio, strain VP596; C. elegans VP596 Pgst-4::GFP/RFP ratio, 24 h; inhibition, % at 21.8 µM; 360,000 tested, 0.49% active;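 active = interference check ratio from 0.5 to 1.5 plus GFP to RFP signal ratio inhibition reaching or exceeding a fixed threshold, cut at about 30% in these data, passing the limit was not always enough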; note: some compounds called inactive have numbers as strong as hits
NRP1-CendR mod = modulators of CendR peptide binding to NRP-1, primary screen, biochemical, fluorescence polarization, uHTS; Neuropilin-1 (Homo sapiens), O14786; FAM-RPARPAR peptide binding to NRP-1; inhibition, % at 25 µM; 360,000 tested, 0.85% active; AID 602438, 2012;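 active = inhibition or corrected inhibition above about 18%, plus a signal ratio from 0.5 to 1.5, limit read from the data, passing the limit was not always enough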; note: strong numbers were not always called active
PABP1 MLLE inh = inhibitors of PABP1 MLLE–PAM2 peptide binding, primary screen, biochemical, fluorescence polarization, FITC-PAM2, GST-MLLE; Polyadenylate-binding protein 1 (Homo sapiens), P11940; inhibition, % at 20 µM; 360,000 tested, 0.36% active; AID 588489, 2011; in the data active = inhibition above about 35%, passing the limit was not always enough;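 note: plate controls were DMSO wells with GST-MLLE for no effect and wells lacking GST-MLLE protein for full effect; some results filed as inactive read as strong as hits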
Target sequence (P11940 whole entry, looked up): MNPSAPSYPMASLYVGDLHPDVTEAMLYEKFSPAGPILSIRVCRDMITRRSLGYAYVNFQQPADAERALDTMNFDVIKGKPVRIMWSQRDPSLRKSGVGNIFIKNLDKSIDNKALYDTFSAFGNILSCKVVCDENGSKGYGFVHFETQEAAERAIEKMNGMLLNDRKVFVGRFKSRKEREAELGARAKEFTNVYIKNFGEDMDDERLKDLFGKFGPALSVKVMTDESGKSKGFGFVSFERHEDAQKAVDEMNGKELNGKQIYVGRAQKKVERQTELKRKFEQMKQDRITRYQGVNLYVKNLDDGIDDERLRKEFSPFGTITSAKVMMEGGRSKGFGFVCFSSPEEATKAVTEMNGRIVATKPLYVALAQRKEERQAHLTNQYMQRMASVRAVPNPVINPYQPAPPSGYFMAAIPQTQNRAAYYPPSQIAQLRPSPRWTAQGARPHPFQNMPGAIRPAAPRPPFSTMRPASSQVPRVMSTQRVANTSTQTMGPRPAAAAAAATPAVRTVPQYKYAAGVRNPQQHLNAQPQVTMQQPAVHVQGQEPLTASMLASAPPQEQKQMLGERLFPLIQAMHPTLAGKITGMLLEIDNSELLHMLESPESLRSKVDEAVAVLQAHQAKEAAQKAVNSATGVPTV
MT1-MMP act inh = blockers of MT1-MMP proenzyme processing, primary screen, HT1080 RFP-PRO-GFP cells, GFP/RFP fluorescence; GFP/RFP ratio change, % at 20 µM; GFP/RFP ratio fluorescence, overnight; percent of plate control window, DMSO zero; Matrix metalloproteinase-14 (Homo sapiens), P50281; AID 651647, 2012; 360,000 tested, 0.061% active;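 active = GFP/RFP ratio change of at least 30% with cell ATP level not reduced by more than half and red fluorescence within 50% of control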; note: strong numbers were not always called active
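Test system: HT1080 RFP-PRO-GFP cells; Benchmarks: DMSO and RFP-L50D-GFP cell wells; Timing: cells overnight before dosing, compound overnight, 37 °C, 5% CO2; Compound: one 20 µM compound dose with 1% DMSO; Read-out: GFP/RFP fluorescence ratio.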
Numbers without * were called inactive; i = inactive; x = no result given; + = active, no number.

smiles	MsrA act	FAS-TE inh	Neddylation inh	eLon inh	Rin1-Abl PPI inh	SKN-1 block	NRP1-CendR mod	PABP1 MLLE inh	MT1-MMP act inh
O=C(Nc1c(C(=O)O)[nH]c2ccccc12)c1cccc(C(F)(F)F)c1	-6	4	i	-3	-1	1	1	-9	0
CCOc1ccccc1NC(=O)Cn1nnc(C(=O)NCc2cccs2)c1N	-3	-2	i	3	-1	-11	1	4	11
Cc1nc2c(=O)n(C)c(=O)[nH]c2n1Cc1ccccc1	-3	-10	i	-9	-2	-26	-3	3	-2
O=C(NCCc1csc(-c2cccnc2)n1)c1cccs1	-1	-6	i	7	-1	9	-2	4	-2
CCOCCCNC(=O)c1ccc(Cn2c(=S)[nH]c3c([nH]c4ccc(OC)cc43)c2=O)cc1	-7	-16	i	-1	0	-5	-6	-49	1
COc1ccc2c(c1)CC(C(=O)Nc1ccc(Cl)cc1)/C(=N/O)O2 (centres undefined)	-3	-30	i	-3	0	13	3	1	0
CC(C)NC(=O)C1(C)CCCN1Cc1ccccc1C#N (centres undefined)	1	-6	i	-8	-1	-5	9	19	4
CCCOC(=O)c1ccc(NC(=O)CCOc2ccccc2)cc1	5	12	i	11	1	-6	-7	-11	-11
Cc1cc(-c2ccccc2)c(C#N)c(=S)[nH]1	1	-11	i	-12	1	-8	-3	36	-2
C=CCNC(=O)C1CC(=O)N(c2ccc(OCC(=O)Nc3ccc(OC)cc3)cc2)C1 (centres undefined)	-2	-6	i	-5	-3	16	-6	-5	-2
N/C(CCS(=O)(=O)c1ccc(Cl)cc1)=N\OC(=O)c1ccc(Cl)cc1	-3	-7	i	-4	0	-6	0	-3	2
CC(C)=CCn1c2ccc(NC(=O)NCc3ccc(F)cc3)cc2c(=O)n1C	-4	-3	x	5	3	0	-4	-2	16
CCOC(=O)[C@]12CCCC=C1N(Cc1ccc3c(c1)OCO3)C(=O)[C@H](CC(=O)NCCCCc1ccccc1)C2	-1	19	i	-8	x	26	-4	x	3
COc1ccc(CCNC(=O)C(C)OC(=O)c2ccco2)cc1OC (centres undefined)	-4	-7	i	-1	3	-13	-4	0	4
O=[N+]([O-])c1ccc2[nH]c(O)c(N=Nc3ccc(F)cc3)c2c1	-4	-7	i	-2	1	23	-9	26	-20
O=C(CN1C(=O)CC(c2ccccc2)=Nc2ccccc21)NCc1ccccc1	-4	-4	i	2	-1	16	-1	7	3
COc1ccc(CCNC(=O)CNS(=O)(=O)c2ccc(Cl)cc2)cc1	-3	1	i	-3	1	8	8	4	1
Cc1ccc(NC(=S)NNC(=S)NCc2ccccc2)cc1	-11	-20	i	-13	1	2	-2	34	-1
COc1ccc(/C=C/C(=O)c2ccc(O)cc2)cc1	-10	-5	i	-7	3	-4	-47	-2	0
CC(OC(=O)c1ccc2ncsc2c1)C(=O)Nc1cccc(Cl)c1 (centres undefined)	-3	8	i	-11	1	-1	6	9	8
CC(C)OC(=O)c1ccc(NCc2cc(O)ccc2O)cc1Cl	-3	4	i	-10	2	11	0	9	-50
CC1CN(C(=O)/C=C/c2ccc(SC(F)F)cc2)CC(C)O1 (centres undefined)	7	-2	i	0	0	-4	4	13	3
NC(=O)C1CCN(C(=O)C(=O)c2cn(CC(=O)N3CCCC3)c3ccccc23)CC1	-2	-4	i	6	4	0	-7	2	-4
CCOC(=O)C1(C)CCCN(C(=O)COc2ccccc2)C1 (centres undefined)	-1	-4	i	2	0	-1	-14	2	1
CCOc1ccc(C(=O)Oc2cc(C)[nH]c(=O)c2[N+](=O)[O-])cc1	1	-12	i	-11	-3	1	-2	-4	2
CNC(=O)CSc1nnc(-c2ccc3c(c2)OCO3)n1C	-5	-8	i	-12	2	0	3	5	0
CC1=C(C(=O)Nc2ccccc2)C(c2ccco2)n2ncnc2N1 (centres undefined)	-5	-6	i	-2	-4	11	-18	-9	-3
CC1(C)CC(=O)C(C=NCc2ccc3c(c2)OCO3)=C(O)C1	0	-7	i	2	6	20	-2	0	-1
CCC(C)NC(=S)NNC(=O)c1ccc(C(C)(C)C)cc1 (centres undefined)	0	-4	i	4	-2	-2	9	-8	8
CCOCCN1CCN(C2c3ccccc3CSc3ccccc32)CC1 (centres undefined)	-4	8	i	7	2	-1	8	8	1
O=C1c2ccccc2S(=O)(=O)N1Cc1cc(=O)n2ccsc2n1	-2	-1	i	0	3	-14	0	-17	4
COc1ccc(NC(=O)COC(=O)C2CC2)cc1S(=O)(=O)N1CCCCC1	-9	-3	i	-5	6	-9	8	-34	4
CCCC(=O)Nc1ccc(NC(=O)c2ccccn2)cn1	-8	-10	i	1	1	-35	-7	15	-3
O=C(Nc1cccc(-c2ccc(N3CCOCC3)nn2)c1)c1ccccc1	-1	-3	i	2	-7	20	-1	-12	3
CCC(C)(C)n1nnnc1C(c1cc2cc(C)cc(C)c2[nH]c1=O)N1CCCC1 (centres undefined)	-3	-8	i	-3	-1	8	-17	9	-3
COC(=O)C1C(=O)C(C(=O)/C=C/c2ccccc2)C(=O)CC1(C)C (centres undefined)	-16	-7	i	-1	2	3	1	3	4
CC(C)NC(=O)[C@]1(C)CCC[C@@]2(C)C3CC[C@@]4(C)C[C@]3(CCC21)CC4=O (some centres undefined)	-1	-6	i	4	-2	4	15	7	8
CC(C)N1CCC(N2CCN(Cc3nc4ccccc4s3)CC2CCO)CC1 (centres undefined)	-3	-6	i	-3	-3	-5	-13	-4	1
CCCCC[C@@H](C)N1C[C@@H](COCc2ccccc2)Oc2cc(N3CC[C@H](O)C3)ccc2S1(=O)=O	0	18	i	1	x	7	15	x	0
COc1ccc(C(C)=O)cc1Cn1c(C)c(C(=O)NCc2cccc(Cl)c2)sc1=O	2	24	i	-6	0	15	-20	-3	2
O=C(CNC(=O)c1cccc(Cl)c1)NCCCSc1ccccc1	-1	13	i	-8	0	1	6	17	-4
Cc1ccc(OCCn2c(Br)nc3c2c(=O)n(C)c(=O)n3C)cc1	2	10	i	-1	0	11	4	-4	4
COc1cccc2cc(-c3nc4ccccc4o3)c(=O)oc12	-10	-3	i	-6	-3	-11	30*	13	5
CCn1cc(C(=O)N[C@H](C(=O)NCCCn2ccnc2)C(C)C)c(=O)c2cc3c(cc21)OCO3	-4	-3	i	3	0	0	6	-8	0
Cc1nc(N2CCN(c3ccccn3)CC2)c2c(C)c(C(=O)Nc3ccc(Br)cc3C)sc2n1	-2	33	i	1	-3	15	5	-7	-2
CCOC(=O)Cc1csc(NC(=O)c2ccc(S(=O)(=O)N3CCCCC3)cc2)n1	-4	8	i	5	3	11	-5	6	-2
CCOC(=O)c1cnc(SCC(C)C)nc1N	-6	-7	i	-2	0	6	1	2	-3
Cc1cc(C)cc(NC(=O)CSc2cc(C(=O)c3nccn3C)c3ccccc3n2)c1	-2	-20	i	-11	-1	-10	8	-4	-8
COc1ccc(N=Cc2c(OC)ccc3ccccc23)cc1	0	0	i	9	0	12	-3	1	1
O=C(NCCc1ccccc1)C1CC(=O)N(C2CCCC2)C1 (centres undefined)	0	-3	i	2	1	4	0	-2	0

The results go on.
smiles	MsrA act	FAS-TE inh	Neddylation inh	eLon inh	Rin1-Abl PPI inh	SKN-1 block	NRP1-CendR mod	PABP1 MLLE inh	MT1-MMP act inh
Cc1ccc(SCC(=O)NNC(=O)c2ccccc2)c(C)c1	5	2	i	1	1	-5	0	6	-1
O=C1C2C3C=CC(C3)C2C(=O)N1CCC(=O)N1CCc2ccccc21 (centres undefined)	-5	-8	i	0	-1	-1	-9	-3	-3
O=C(CN1C(=O)NC2(CCCC2)C1=O)Nc1nc(-c2ccc(F)c(F)c2)cs1	-3	19	i	-2	3	4	-17	-3	9
CCCCC1C(C#N)=C(C)NC2=C1C(=O)CC(C)(C)C2 (centres undefined)	-4	2	x	-11	-3	0	10	-7	-2
CC1(C2CC2)NC(=O)N(CC(=O)Nc2ccc(SC(F)F)cc2)C1=O (centres undefined)	-1	-1	i	-12	1	6	8	-3	8
CN(Cc1ccccc1)C(=O)c1oc(=O)c2ccccc2c1-c1ccccc1	-2	39	i	12	-4	9	1	-3	1
Cn1ncc(Br)c1C(=O)N1CCOCC1	-7	-13	i	14	-1	-5	7	-8	2
O=C(C1CCCO1)N1CCN(Cc2nc3ccccc3c(=O)[nH]2)CC1 (centres undefined)	-2	-10	i	-2	-2	18	7	5	-1
Cn1c(=O)c2[nH]c(COc3ccccc3)nc2n(C)c1=O	-9	-10	i	28	5	2	32*	63*	-17
CCN(C(=O)CSc1n[nH]c(-c2ccc(OC)cc2)n1)c1c(N)n(Cc2ccccc2)c(=O)[nH]c1=O	-8	-5	i	-67	6	-8	-48	-34	-7
Nc1cc(N2CCCCCC2)c2nonc2c1[N+](=O)[O-]	-2	-3	i	-4	-2	11	20	99	3
COc1ccc(CC(=O)N2CCN(c3cccc(Cl)c3)CC2)cc1OC	0	1	i	-3	2	6	10	-9	-2
COc1ccc(C(=O)NCN2CCN(c3ccccc3)CC2)cc1OC	-1	-7	i	-9	3	1	8	-6	2
O=C(Nc1ccccc1C(=O)O)c1ccc(Br)o1	-1	-6	i	0	-5	4	7	3	8
CCOc1cc(CNc2ccc3c(c2)OCCO3)cc(Br)c1OC	-4	-1	i	-3	0	-10	-18	5	2
COC(=O)C(C(=O)OC)N1C(=O)CCC1=O	-8	-6	i	0	2	6	-8	9	-1
CC(Oc1cc2oc(=O)c3c(c2cc1Cl)CCC3)C(=O)NCc1cccnc1 (centres undefined)	0	-3	+	-7	-2	-9	14	9	2
O=C(NN=Cc1c(O)ccc2ccccc12)c1ccc2c(c1)OCO2	-8	4	i	-12	1	4	5	-11	-41
COC(=O)c1ccccc1C(=O)N(c1ccccc1)c1ccccc1	-2	0	i	-9	2	-11	2	-6	-1
Cn1cccc1/C=N\NC(=O)Cc1ccc(Br)c2ccccc12	-14	2	i	3	-9	5	-10	-3	5
COCCCn1c(=O)c2sccc2n2c(CCCC(=O)N(C)Cc3ccco3)nnc12	-3	-4	i	-13	0	10	8	-12	-5
COc1ccc(C2CC(c3ccccc3)n3nnnc3N2)cc1 (centres undefined)	-9	-5	i	-2	2	-21	3	-9	-1
CSCC[C@H](NC(=O)[C@H]1CC[C@H](CNC(=O)[C@@H](N)Cc2ccccc2)CC1)C(=O)O	-4	-5	i	-6	3	-10	5	7	-1

Quoted at random: two compounds from above
smiles	MsrA act	FAS-TE inh	Neddylation inh	eLon inh	Rin1-Abl PPI inh	SKN-1 block	NRP1-CendR mod	PABP1 MLLE inh	MT1-MMP act inh
CCN(C(=O)CSc1n[nH]c(-c2ccc(OC)cc2)n1)c1c(N)n(Cc2ccccc2)c(=O)[nH]c1=O	-8	-5	i	-67	6	-8	-48	-34	-7
CCOc1cc(CNc2ccc3c(c2)OCCO3)cc(Br)c1OC	-4	-1	i	-3	0	-10	-18	5	2
